High-throughput results as filed in PubChem BioAssay.
ALDH1A1 block – ALDH1A1 (human) enzyme inhibition; P00352; Purified ALDH1A1, NADH fluorescence, propionaldehyde substrate; Potency, µM (top dose mostly 75.3 µM), for inactives: at the highest dose activity, negative = inhibition, hits mostly inhibitors; actives 7.3% (n = 220,000); AID 1030; active = well fitted inhibition curve with a large enough effect, not every such curve was filed as active; inconclusive = small, poorly fitted or top-dose-only effect, or another doubt; inactive = no such curve, though single readings can be large or run the other way;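 note: plate controls were no enzyme wells and a reference inhibitor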
SMN2 splice enh – enhancers of SMN2 splice variant expression. AID 1458. Potency, µM (highest dose often 46.1 µM), inactives show at the top dose activity change, positive = activation, usual class: activators. actives 2.8% (n = 210,000). HEK293 SMN2-luciferase splicing reporter, luminescence, 30-36 h; note: % of control where 0% means no effect; nearly all actives have a fitted effect of over 55% in size
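qHTS luciferase splicing reporter: luminescence rises when SMN2 exon 7 is included in transfected HEK293 cells. Compound exposure lasted 30-36 h at 37C, with 4.5 mM final sodium butyrate as control, followed by a ONE-Glo read.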
aGlu spleen mod – lysosomal alpha-glucosidase (human) modulation; Potency, µM (series often up to 79.9 µM), without a hit: top-dose activity change, negative = inhibition, actives largely listed as inhibitors; human spleen homogenate, 4-MU-alpha-glucoside fluorescence; AID 2112; actives 0.006% (n = 240,000); P10253;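 note: 0% = enzyme with vehicle and -100% = no enzyme basal signal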
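Compounds were titrated against alpha-glucosidase in spleen homogenate at pH 5.0, with 1 mM 4-methylumbelliferyl substrate for 40 min at 37 C. Reactions were quenched with pH 10 NaOH/glycine and fluorescence measured.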
GAA inh – blocks human lysosomal alpha-glucosidase; actives 0.005% (n = 200,000); AID 1466; Potency, µM (doses to about 76.9 µM), for the others: at the highest dose activity change, negative = inhibition, actives largely listed as inhibitors; P10253; purified human GAA, 4-MU-alpha-glucoside fluorescence;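 note: plate controls were uninhibited enzyme wells for no effect and no-enzyme background for full effect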
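Enzyme (4 nM final) mixed with compound (up to 77 uM), then 4-MU-alpha-D-pyranoside (400 uM final) added; 20 min at room temperature, pH 5.0. Reaction stopped at pH 10, fluorescence read, AC50 derived by Hill fit.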
GAA glycogen mod – inhibitors or activators of human alpha-glucosidase glycogen cleavage; P10253; recombinant GAA, glycogen substrate, Amplex Red glucose oxidase fluorescence; Potency, µM (series often up to 76.4 µM), inactives show top-dose activity change, negative = inhibition, hits mostly inhibitors; actives 0.38% (n = 300,000); AID 2100;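 note: 0% = full enzyme reaction and -100% = no-enzyme basal signal; the screen sought inhibitors and activators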
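qHTS, 1536-well; enzyme 4 nM final; cpd up to 77 uM; substrate bovine liver glycogen 30 ug; 50 mM citrate/phosphate pH 5.0, 0.01% Tween-20; 37 C, 40 min; Amplex Red detection 45 min RT; Hill fit → AC50.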
JMJD2E inh – inhibitors of human JMJD2E histone demethylase. B2RXH2. AID 2147. Potency, µM (highest dose often 57.1 µM), inactives show at the top dose activity change, negative = inhibition, most hits filed as inhibitors. actives 1.6% (n = 230,000). JMJD2E catalytic domain, FDH-coupled NADH fluorescence (FDH is formaldehyde dehydrogenase); active = well fitted inhibition curve with a large enough effect, not every such curve was filed as active; inconclusive = small, poorly fitted or top-dose-only effect, or another doubt; inactive = no such curve, though single readings can be large or run the other way;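 note: 0% = wells with enzyme and -100% = buffer wells without enzyme; nearly all actives have a fitted effect of over 50% in size; many of its hits are not listed in these tables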
Target sequence (B2RXH2 1-337 limits assumed): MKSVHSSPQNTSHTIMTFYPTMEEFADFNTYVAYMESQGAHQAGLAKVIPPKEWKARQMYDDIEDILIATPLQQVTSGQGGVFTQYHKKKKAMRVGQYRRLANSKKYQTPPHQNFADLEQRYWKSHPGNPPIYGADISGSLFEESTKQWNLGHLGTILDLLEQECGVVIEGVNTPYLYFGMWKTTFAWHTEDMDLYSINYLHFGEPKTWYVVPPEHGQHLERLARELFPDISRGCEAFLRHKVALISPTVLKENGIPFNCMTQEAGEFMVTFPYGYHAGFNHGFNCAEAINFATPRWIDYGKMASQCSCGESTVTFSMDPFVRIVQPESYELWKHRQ
GoLoco inh red – inhibitors of human Gai1-RGS12 GoLoco interaction (red fluorophore); Gai1:RGS12 GoLoco peptide FP, rhodamine, 10 min; P63096; AID 880; Potency, µM (titrated, usually from 61.6 µM), for inactives: at the top dose activity, negative = inhibition, hits mostly inhibitors; actives 0.44% (n = 230,000); active = well fitted inhibition curve with a large enough effect, not every such curve was filed as active; inactive = no such curve, though single readings can be large or run the other way; note: % is set by controls: 0 for no effect and ±100 for the full control effect; nearly all actives have a fitted effect of over 30% in size; many of its hits are not listed in these tables
Target sequence (P63096 whole entry, looked up): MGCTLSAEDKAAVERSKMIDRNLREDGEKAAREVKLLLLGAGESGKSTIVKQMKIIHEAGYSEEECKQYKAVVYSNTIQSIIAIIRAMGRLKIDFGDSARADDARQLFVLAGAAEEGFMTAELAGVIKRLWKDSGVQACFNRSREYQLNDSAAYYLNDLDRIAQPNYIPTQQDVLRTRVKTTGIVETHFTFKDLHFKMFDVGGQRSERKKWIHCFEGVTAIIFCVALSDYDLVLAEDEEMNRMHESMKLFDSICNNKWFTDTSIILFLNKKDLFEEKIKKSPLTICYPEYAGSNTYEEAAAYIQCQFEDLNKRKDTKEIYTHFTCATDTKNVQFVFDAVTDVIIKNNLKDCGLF
aGal spleen mod – inhibits or activates alpha-galactosidase in human spleen homogenate; P06280; human spleen homogenate, 4MU-alpha-Gal fluorescence, 40 min; AID 2107; actives 0.008% (n = 240,000); Potency, µM (series often up to 80 µM), inactives show at the highest dose activity change, negative = inhibition, hits mostly inhibitors;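 note: 0% = enzyme with vehicle and -100% = no enzyme basal signal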
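Human spleen homogenate (1 ug) as enzyme source, 4-methylumbelliferyl-alpha-D-galactopyranoside 1 mM final, citrate/phosphate pH 5.0 with 0.01% Tween-20. Compounds 40 min at 37C, NaOH/glycine stop; fluorescence Ex 365/Em 440, Hill-fit AC50.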
Numbers without * were called inactive; u = inconclusive; x = no result given; [ ] = dose if it differs, or a comment. Unless noted, calls come from the whole dose curve; as a rule, active = well fitted curve in the direction sought with a large enough effect; inconclusive = small, poorly fitted or top-dose-only effect, or another doubt; inactive = no such curve, though single readings can be large; an effect the other way counts as inactive or inconclusive. Potency is the fitted concentration of half-maximal effect. Some of the compounds tested; the hit share may differ from the screen's.

# | compound | ALDH1A1 block | SMN2 splice enh | aGlu spleen mod | GAA inh | GAA glycogen mod | JMJD2E inh | GoLoco inh red | aGal spleen mod
1 | CCN1C(=O)CC(N2CCC(c3nc4ccccc4[nH]3)CC2)C1=O (stereo not given) | 2.1% | 6.9% | x | -0.6% | -0.5% | 3.1% | 8.2% | -14.8%
2 | Cc1ncc(CO)c(/C=N/N=C/c2ccccc2O)c1O | 7.1% | 22.9% | -2.2% | 3.7% | -3.4% | -12.7% | 8.0% | 6.3%
3 | CCc1nc2nc(C)cc(Nc3cccc(C(F)(F)F)c3)n2n1 | 2.5% | 19.7% | 1.3% | -1.7% | 3.5% | 6.4% | 6.6% | -2.6%
4 | CC(C)(C)CN1C(=O)C(=O)NC[C@H]1Cc1ccc(O)cc1 | x | x | 2.3% | x | -1.8% | -5.8% | -4.5% | 3.4%
5 | COc1cccc(CN2CCN(C(=O)c3cccs3)CC2)c1OC | 17.8µM* | u | 6.3% | -2.3% | 3.1% | 8.1% | -0.3% | 11.1%
6 | CCOC(=O)C1=C(C)OC(N)=C(C(=O)OCC)C1c1ccncc1 (stereo not given) | -2.6% | -3.1% | 4.4% | -3.8% | 1.3% | 4.0% | 6.9% | 3.5%
7 | Nc1cc(=O)[nH]c(SCC(=O)Nc2ccc([N+](=O)[O-])cc2)n1 | 2.7% | x | 3.6% | 2.7% | 6.4% | -8.2% | 11.8% | 6.0%
8 | O=C(CN1CCCCC1)N1CCN(C(=O)CN2CCCCC2)CC1 | 2.3% | -8.5% | 9.7% | u | -1.7% | -1.8% | -2.4% | 8.6%
9 | Oc1c(Cl)cc(Cl)cc1C=Nc1ccc2c(c1)OCCO2 | 7.2% | x | 3.9% | u | u | -13.8% | 49.8%[activator] | 8.9%
10 | COC(=O)c1ccc(/C=C(\C#N)C(=O)NC(C)c2ccccc2)cc1 (stereo not given) | u | -2.8% | -10.7% | 5.0% | -10.0% | 1.1% | -2.1% | 5.1%
11 | NS(=O)(=O)c1ccc(N/C=C\C(=O)c2ccncc2)cc1 | 29.9% | x | -5.7% | -9.3% | -2.5% | -16.2% | 19.3% | 2.6%
12 | CN(C)S(=O)(=O)Nc1ccc(NS(=O)(=O)N(C)C)c(S(=O)(=O)c2ccccc2)c1 | -6.7% | -2.3% | 5.8% | 2.3% | 2.4% | -7.3% | -0.5% | 0.0%
13 | COc1ccc(-c2cc(C(F)(F)F)n3nc(C(=O)NCc4ccco4)cc3n2)cc1OC | -162.4% | -3.3% | 0.6% | -7.8% | 9.7% | u | 2.9% | 5.2%
14 | COC(=O)c1sccc1NC(=O)CSCCc1ccncc1 | u | 20.1% | 0.9% | -1.1% | -5.2% | -2.3% | 4.6% | 1.9%
15 | O=C(NNC(=O)c1cccc2ccccc12)c1ccc2c(c1)OCO2 | 19.6% | x | -0.4% | -6.6% | -1.0% | -4.7% | 5.0% | -7.8%
16 | CCCn1cnc2cc(NCc3cccc(OC)c3O)ccc21 | -7.8% | -2.1% | -2.4% | -3.5% | 17.6µM* | u | 2.5% | 1.6%
17 | COc1ccccc1NC(=O)COC(=O)c1c[nH]c(=O)[nH]c1=O | x | x | -2.7% | x | 5.1% | -13.8% | -3.0% | -0.2%
18 | Cc1nc2cc(C)c(C)cc2s1 | 7.7% | x | 1.1% | u | 3.6% | 8.7% | -0.1% | -0.8%
19 | COc1cc(/C=C2/C(=N)N3C=CSC3=NC2=O)ccc1OCCCOc1c(C)cccc1C | u | u | -4.6% | -2.5% | -5.5% | u | 4.5% | -20.4%
20 | CC12CCC(C(=O)NCc3ccco3)(OC1=O)C2(C)C (stereo not given) | u | 26.5% | 0.6% | -14.1% | 9.0% | 0.4% | -11.7% | -0.3%
21 | O=C(C1=C[C@H](c2ccccc2)C[C@H](OCCCCO)O1)N1CCOCC1 | -4.3% | x | -3.4% | x | 16.6% | -9.0% | 1.6% | -6.9%
22 | CC(C)(C)C(=O)Nc1nc2c(s1)CN(Cc1ccccc1)CC2 | 31.6µM* | u | -9.3% | 3.3% | u | u | 26.5% | 2.7%
23 | O=S(=O)(c1cc(C(F)(F)F)ccc1Cl)N1CCCCCC1 | u | 14.2% | -1.3% | 4.0% | -12.1% | 2.2% | -3.4% | 2.2%
24 | COc1ccc(NC(=O)C2Cc3ccccc3C(=O)O2)cc1 (stereo not given) | x | x | 2.1% | x | 3.8% | -3.5% | 0.3% | -1.1%
25 | CC(C)c1c(O)nc(SCC(=O)Nc2ccc3c(c2)CCC3)[nH]c1=O | u | -0.5% | -3.2% | 5.8% | 12.0% | 3.0% | 0.4% | -4.6%
26 | CCc1c(C)c2ccc(OCC(=O)OC(C)C)c(C)c2oc1=O | u | -28.8% | -11.7% | -7.2% | 2.8% | u | -12.2% | -5.8%
27 | CC(C)Oc1ccccc1/C=N/NC(=O)c1ccccc1Cl | x | x | -2.4% | x | -5.8% | 1.3% | 2.5% | 5.3%
28 | O=C1C(=O)N(Cc2cccnc2)C(c2ccccn2)/C1=C(/O)c1ccccc1 (stereo not given) | -3.3% | 2.0% | -5.9% | -12.1% | -1.8% | -4.0% | -1.8% | -1.5%
29 | COc1ccc(C(=O)On2c(-c3ccc(Br)cc3)nc3ccccc3c2=O)cc1 | u | -9.8%[1.84 µM] | -2.1% | -4.3% | 9.2% | 0.5% | -5.3% | 5.8%
30 | CCCCC(=O)Nc1ccc(NC(=O)C2CC2)cn1 | -5.0% | 7.0% | 5.4% | -2.2% | 6.8% | -1.7% | 7.7% | -6.1%
31 | Cc1cc(N/N=C/c2ccccc2O)nc(N2CCOCC2)n1 | x | x | -3.6% | x | -8.4% | 3.1% | 10.9% | 9.1%
32 | C=CC[n+]1c(C)csc1Nc1cccc(Br)c1 | -10.9% | -1.9% | 7.8% | u | -2.7% | -6.9% | 5.6% | 9.9%
33 | N#CC1=C(N)N(c2ccccc2)C(c2cccc([N+](=O)[O-])c2)C1(C#N)C#N (stereo not given) | -14.1% | -8.5% | -2.9% | -14.2% | -1.6% | -1.6% | 0.6% | u
34 | O=C1C(c2ccccn2)=[N+]([O-])c2ccccc21 | u | x | -1.4% | x | x | 12.6µM* | -4.7% | -24.1%
35 | Cc1cc(C)c2c(CN3CCOCC3)cc(=O)oc2c1C | x | x | -4.8% | x | 5.5% | 6.3% | -4.2% | -8.8%
36 | COc1cc(C(=O)NC(=S)Nc2cccc3nc(C)ccc23)cc(OC)c1OC | x | x | 1.4% | x | 3.2% | 8.0% | 1.6% | -1.3%
37 | O=C(NCC(=O)N(c1ccc2c(c1)OCO2)C(C(=O)NC1CCCC1)c1cccs1)c1ccco1 (stereo not given) | 9.9% | -8.3% | 2.9% | -7.6% | 1.2% | 0.1% | 4.2% | 4.8%
38 | Cc1ccccc1OCCCCn1cnc2ccccc21 | 2.1% | -90.7%[inhibitor] | -4.5% | -0.4% | -7.9% | -8.7% | 0.4% | -0.7%
39 | CCc1ccc(-c2nnn(CCC#N)n2)cc1 | 3.0% | 19.2% | 1.0% | 0.0% | -2.2% | 5.6% | -4.4% | -11.5%
40 | O=C(CN1C(=O)NC2(CCOc3ccccc32)C1=O)Nc1cccc(Cl)c1 (stereo not given) | 1.7% | 1.2% | -0.7% | 6.7% | -7.2% | u | 6.8% | 3.2%
41 | O=C(N/C(=C\c1cccs1)C(=O)N1CCOCC1)c1cccs1 | -0.6% | x | -2.2% | -9.7% | 1.8% | -2.0% | 5.2% | -3.7%
42 | O=C(OCc1ccccc1)C1=NNC2C(=O)N(c3ccccc3)C(=O)C12 (stereo not given) | -11.4% | -6.8% | 2.9% | 2.8% | 12.1% | -0.5% | 6.6% | 7.4%
43 | COc1ccc(N=c2sc3ccccc3n2C)cc1 | -2.1% | u | 5.0% | -17.5% | 2.0% | 8.7% | 3.2% | 1.3%
44 | Cc1ccc(NC(=O)CSCc2ccco2)cc1 | 22.4µM* | 12.6µM* | 5.4% | -7.8% | -0.3% | -3.9% | -4.1% | 2.7%
45 | CC(C)(C)NC(=O)c1cc(C(C)(C)C)c(O)c(C(C)(C)C)c1 | 9.7% | 2.3% | 4.1% | 0.3% | -3.7% | -1.1% | 4.7% | 0.0%
46 | c1ccc(N2CCN(c3nc4cc5c(cc4s3)OCO5)CC2)cc1 | 20µM* | u | -6.8% | -2.5% | -0.5% | -5.3% | -8.2% | -7.5%
47 | CC(=O)NC1=NN(C(C)=O)C(c2ccccc2)S1 (stereo not given) | -14.2% | x | 2.2% | -1.9% | -8.8% | -2.4% | 12.8% | 9.8%
48 | O=C(/C=C/c1ccc(F)cc1)c1ccc(N2CCOCC2)cc1 | 6.8% | x | -2.3% | 7.0% | 9.6% | -11.6% | -4.5% | 4.8%
49 | CCCCn1c(NCCO)nc2ccccc21 | 10.7% | 15.9% | -2.7% | -1.9% | 0.6% | -4.3% | 9.3% | -4.5%
50 | COc1cc(-c2cc(N)n(S(=O)(=O)c3ccc(F)cc3)n2)cc(OC)c1OC | 16.4% | -20.3% | 3.4% | -7.8% | 13.9% | -3.3% | 6.1% | 8.0%
51 | COc1cc(NC(=O)NCCN2CCN(c3ccc(Cl)cc3)CC2)ccc1C | -13.1% | 8.4% | -5.1% | -3.2% | -16.3% | 7.6% | -13.4% | 0.6%
52 | COc1cccc(-c2nnc3sc(-c4ccccn4)nn23)c1 | -1.1% | -19.2% | -2.9% | -4.5% | 5.4% | -1.6% | 6.9% | -16.3%
53 | CCCc1cc(C(N)=O)c(NC(=O)c2ccoc2C)s1 | 17.8µM* | 6.9% | -3.4% | -11.6% | -3.5% | -15.3% | 21.2% | -0.2%
